OX1R antag-1 – OX1R (HCRTR1) antagonists, primary screen, fluorescence, CHO/OX1R cells, Fluo-8 calcium, orexin A. Fluo-8 calcium fluorescence. Orexin/Hypocretin receptor type 1 (Homo sapiens), O43613. inhibition, % at 5 µM. hit rate 0.43% among 330,000. AID 434989, 2010;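 active = inhibition above its plate's threshold, mean inhibition of all tested compounds on the plate plus 3 SD, cut at about 37% in these data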;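 also: 0% = orexin A challenge wells and 100% = SB-334867-A antagonist wells; not every result past the cut was called active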
Target sequence (O43613 whole entry, looked up): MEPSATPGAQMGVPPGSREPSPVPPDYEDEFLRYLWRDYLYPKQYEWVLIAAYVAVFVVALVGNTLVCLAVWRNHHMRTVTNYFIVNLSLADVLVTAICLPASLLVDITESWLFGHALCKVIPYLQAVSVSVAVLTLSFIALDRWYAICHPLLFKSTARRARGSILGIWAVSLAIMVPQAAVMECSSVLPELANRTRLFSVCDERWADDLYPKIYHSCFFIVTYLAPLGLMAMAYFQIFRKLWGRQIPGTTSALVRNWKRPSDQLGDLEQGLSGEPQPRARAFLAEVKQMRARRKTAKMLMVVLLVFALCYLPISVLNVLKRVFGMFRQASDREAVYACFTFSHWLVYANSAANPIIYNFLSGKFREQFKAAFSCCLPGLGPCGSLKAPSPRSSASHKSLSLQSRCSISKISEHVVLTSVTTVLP
OX1R antag-2 – antagonists of human orexin 1 receptor (OX1R); AID 485270, 2010; Orexin/Hypocretin receptor type 1 (Homo sapiens), O43613; hit rate 1.8% among 330,000; inhibition, % at 6.6 µM; OX1R-expressing cells, FRET antagonist read-out; in the data active = inhibition mostly above about 38%, no sharp cut-off; inactive = mostly below about 40%;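 also: 0% = agonist challenge alone and 100% = reference antagonist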
* hit, by the source's call.

structure | OX1R antag-1 | OX1R antag-2
CCC1(C)Cc2c(sc3c2c(=O)n(C)c2nnc(SCC(=O)c4ccccc4)n32)CO1 (stereo unspecified) | -28 | 14
CCOc1ccc(-c2n[nH]c(=S)n2Cc2ccccc2)cc1 | -27 | 12
COc1ccc(C2N3CC4(C)CN2CC(C)(C3)C4O)cc1OC (stereo unspecified) | -1 | 20
O=C(NC(c1ccccc1)c1ccccc1)C1CCCC1 | -21 | 7
Fc1ccc(-c2nnsc2Sc2ccccn2)cc1 | -26 | 26
COc1ccc(OC)c2c1sc(=NC(=O)C(C)(C)C)n2C | -40 | 13
Cn1c(CNc2cccc(Cl)c2)nnc1SCC#N | 6 | 8
O=C(O)Cn1nc(C(F)(F)F)c2c1CCC2 | 12 | 19
Cc1ccc(C(NC(=O)N2CC(C)OC(C)C2)C(Cl)Cl)cc1F (stereo unspecified) | -7 | 19
CCN(CC)C(=O)c1sc(NC(=O)c2ccc(Br)o2)c(C(=O)OC)c1C | -35 | 16
CCOc1ccc(CN(C)C(=O)CCl)cc1 | -13 | 5
O=C(COc1ccc2c(c1)CCC2)Nc1ccccn1 | -9 | 18
Cc1ccc(N2CCN(/N=C/C=C/c3ccccc3)CC2)cc1 | -24 | 26
CNC(=O)/C(C#N)=C/c1cn(CC(=O)OC)c2ccccc12 | -16 | 7
COc1ccc([N+](=O)[O-])c(OC)c1C(=O)NC(=O)Nc1c(F)c(F)c(F)c(F)c1F | -10 | -8
Cc1ccc(/C=C(\C#N)C(=O)NCC2CCCO2)o1 (stereo unspecified) | -14 | 22
Cc1noc(C)c1COc1cccc(C(=O)NC(C)(C)C)c1 | -30 | 31
C=C1CCC2[C@](C)(CO)[C@H](O)CC[C@@]2(C)[C@@H]1C/C=C1\C(=O)OC[C@H]1O (stereo partly specified) | 9 | 6
CCOC(=O)c1ccccc1NC(=O)COC(=O)c1ccc(C)c(S(=O)(=O)N2CCOCC2)c1 | -16 | 13
CN(CC(=O)Nc1ccc(Cl)c(C(F)(F)F)c1)C(=O)c1cc(=O)[nH]c2ccccc12 | -11 | 41
O=C(CC1Sc2ccccc2NC1=O)Nc1ccccc1[N+](=O)[O-] (stereo unspecified) | -37 | 55
Cc1cccc(NS(=O)(=O)c2cccc3nsnc23)c1 | -4 | 31
Cc1cc(C)c(N=C2C(=O)Nc3ccccc32)c(C)c1 | 8 | 38*
CC1CC(C)(C)NC(=S)N1CCC(=O)NCc1ccc(Cl)cc1 (stereo unspecified) | -16 | 14
Cc1ccccc1NS(=O)(=O)c1ccc(C)c(NS(C)(=O)=O)c1C | -1 | 8
O=C(CN1C(=O)c2ccccc2S1(=O)=O)NCc1ccccc1 | -8 | 7
O=C(NCCN1CCOCC1)Nc1cccc(Cl)c1 | 2 | 12
O=C(COC(=O)c1ncc(Cl)c(Cl)c1Cl)NC(=O)c1ccccc1 | -4 | 10
Cc1ccc(C(=O)Nc2nnc(C)s2)o1 | -7 | 2
COc1ccc(OC)c(NC(=O)CCCN2C(=O)C3C4C=CC(C4)C3C2=O)c1 (stereo unspecified) | -15 | 1
CN(C)c1ccc(/C=N/NC(=O)c2cc(-c3ccc4c(c3)OCO4)n[nH]2)cc1 | -27 | 5
COc1ccc2nc(CCN(C)C(=O)C3CCC(=O)N(Cc4cccc(F)c4)C3)[nH]c2c1 (stereo unspecified) | -22 | -1
CCOC(=O)c1cnc(-n2nc(C)cc2C)nc1Oc1ccccc1F | -39 | 19
CCOc1ccccc1C(=O)NCC(=O)Nc1ccc2c(c1)OCO2 | -12 | 9
CCN(CC)C(=O)[C@H]1CC(CC(=O)NCCCn2ccnc2)C(=O)N2CCc3c([nH]c4ccc(OC)cc34)[C@]12C (stereo partly specified) | 0 | 10
Cn1c(C(=O)NCc2cccnc2)cc2sc(Cl)cc21 | -21 | 11
CC(Oc1ccccc1F)C(=O)NNC(=O)CCS(=O)(=O)c1ccccc1Cl (stereo unspecified) | -11 | 5
Cc1nccc(-c2cccc(NC(=O)Nc3ccc(Cl)cc3)c2)n1 | 6 | 19
COCCNC(=O)C1c2ccccc2C(=O)N(CCOC)C1c1ccc(F)cc1 (stereo unspecified) | -3 | 10
O=C(CN1CCCCCC1)Nc1ccc(F)c(F)c1 | -12 | 6
CC(OC(=O)c1ccccc1C(=O)N(C)c1ccccc1)C(=O)Nc1ccccc1[N+](=O)[O-] (stereo unspecified) | -6 | 17
C[C@H](CO)N1C[C@H](C)[C@@H](CN(C)C(=O)NC2CCCCC2)Oc2c(NS(=O)(=O)c3cccs3)cccc2C1=O | 21 | 23
CC(=O)Nc1ccc(S(=O)(=O)N2CCC3(CC2)CC(=O)c2ccccc2O3)cc1 | -17 | 11
COc1ccccc1OCCNC(=O)C(CCSC)NC(=O)c1ccccc1Cl (stereo unspecified) | -30 | 17
COc1cc2[nH]c(=O)n(Cc3ccc(C(=O)N4CCC(N5CCCCC5)CC4)cc3)c(=O)c2cc1OC | -5 | 17
Cn1c(Cc2ccccc2)nnc1SCC(=O)N1CCOCC1 | -2 | 7
O=c1ccn(Cc2ccc(F)cc2)c2ccnc(C(F)(F)F)c12 | 1 | 19
COc1ccc(CCNC(=O)C2=CC=CN3CCS(=O)(=O)N=C23)cc1 | -28 | 2

Five compounds already listed, sorted by molar mass, lowest first.
structure | OX1R antag-1 | OX1R antag-2
O=c1ccn(Cc2ccc(F)cc2)c2ccnc(C(F)(F)F)c12 | 1 | 19
COc1ccc(CCNC(=O)C2=CC=CN3CCS(=O)(=O)N=C23)cc1 | -28 | 2
COc1ccccc1OCCNC(=O)C(CCSC)NC(=O)c1ccccc1Cl (stereo unspecified) | -30 | 17
COc1cc2[nH]c(=O)n(Cc3ccc(C(=O)N4CCC(N5CCCCC5)CC4)cc3)c(=O)c2cc1OC | -5 | 17
C[C@H](CO)N1C[C@H](C)[C@@H](CN(C)C(=O)NC2CCCCC2)Oc2c(NS(=O)(=O)c3cccs3)cccc2C1=O | 21 | 23

The list continues.
structure | OX1R antag-1 | OX1R antag-2
COC(=O)c1cc(-c2ccc(OC)cc2)n[nH]1 | 3 | 14
Cc1cnc(C(=O)OCC(=O)Nc2cc(Cl)ccc2C#N)cn1 | -12 | 6
Nc1c(NCc2ccccc2)c2ccccc2oc1=O | -15 | 6
CC1(C)CC2CC(C)(CN2C(=O)c2cccs2)C1 (stereo unspecified) | -21 | 5
O=C(CSc1nccc(=O)[nH]1)Nc1cccc2ccccc12 | -2 | 12
Cc1ccc(-c2nnn(CC(=O)N(c3ccccc3F)C(C(=O)NC3CCCC3)c3ccncc3)n2)o1 (stereo unspecified) | -21 | 18
N#Cc1nc(COc2ccc(F)cc2)oc1N1CCN(Cc2ccccc2)CC1 | 0 | 50
c1ccc(C2CC(c3ccccc3)n3c(nc4ccccc43)N2)cc1 (stereo unspecified) | -1 | 12
CC(NCC(=O)Nc1ccccc1C(=O)NC1CC1)c1ccccc1Cl (stereo unspecified) | 20 | 29*
CC(=O)N=c1sccn1CC(O)c1ccccc1 (stereo unspecified) | 2 | -9
COc1ccc(NC(=S)Nc2cc(C(F)(F)F)ccc2F)cc1 | -12 | 3
O=C(c1ccco1)N1CCN(C(c2ccccc2Cl)c2nnnn2Cc2ccco2)CC1 (stereo unspecified) | -19 | 10
COc1ccc(NS(=O)(=O)c2cc(NC(=O)c3ccccc3)ccc2N2CCOCC2)cc1 | 1 | 8
COc1ccc(CCN(Cc2ccccn2)C(=S)Nc2cccc(C)c2)cc1OC | -6 | 11
CCC(C)(C)c1nnc(NC(=O)C2CC(=O)N(CCc3ccc(F)cc3)C2)s1 (stereo unspecified) | -8 | 14
CCOc1cc(NC(=S)NCCCOC)c(OCC)cc1NC(=O)c1ccco1 | -11 | 11
CCCn1c(=O)c2ccccc2n2c(SCc3c(C(=O)OCC)oc4ccccc34)nnc12 | -19 | 37
COc1ccc(/C=C/C(=O)O)cc1S(=O)(=O)NC1CCS(=O)(=O)C1 (stereo unspecified) | -7 | 21
CC(C)CN(C(=O)COC(=O)c1cnc(Cl)c(Cl)c1)c1c(N)n(Cc2ccccc2)c(=O)[nH]c1=O | -18 | 21
Cc1noc(C)c1C(=O)N1CCN(c2ccc(OCc3ccccc3)cc2)CC1 | -22 | -1
COC(=O)c1c(-c2ccccc2)csc1NC(=O)c1ccco1 | -21 | -2
COc1cc(C(=O)N2CCN(c3ccccc3O)CC2)ccc1OCC(=O)N1CCOCC1 | -22 | 5
Cc1occc1C(=O)NNC(=O)c1ccccc1F | 0 | -1
CN1CN(C)c2cccc3cccc1c23 | -13 | 20
COc1ccccc1N1CCN(C(=O)c2cc(=O)c3cc(C)ccc3o2)CC1 | -29 | 12
COc1ccc(Cl)cc1S(=O)(=O)N1CCN=C1c1ccccc1 | -9 | 23
CCOc1ccccc1N(CC(=O)Nc1ccccc1C(=O)NCc1ccco1)S(C)(=O)=O | -12 | 6
CCCCCCC(=O)Nc1nc(C)c(-c2csc(Nc3cc(Cl)ccc3C)n2)s1 | -25 | 16
CCc1ccccc1NC(=O)N[C@H](C(=O)O)C(C)CC (stereo partly specified) | 0 | 2
CC(C)CCNC(=O)c1onc(CSc2ccc(Cl)cc2)c1C(=O)NCCC(C)C | -21 | 9
COc1ccc(C=O)cc1COc1c(F)c(F)cc(F)c1F | -5 | 26
CCOc1ccccc1N(C)S(=O)(=O)c1ccc2c(c1)N(C(C)=O)CCO2 | -25 | 20
Cc1ccccc1N1CC(C(=O)Nc2nnc(SCC(=O)Nc3nccs3)s2)CC1=O (stereo unspecified) | 4 | 7
CC(=O)c1ccc(S(=O)(=O)N2CCN(C(C)=O)CC2)cc1 | -2 | 20
CCC/C=N/Nc1nnc(Cc2ccc(OC)c(OC)c2)c(=O)[nH]1 | -23 | 15
CCC1CC2CC(NC(C)=O)C1C2 (stereo unspecified) | -13 | 16
COC(=O)C1=C(N)Oc2c(oc(CO)cc2=O)C1c1c(F)cccc1Cl (stereo unspecified) | -35 | 5
CCCn1c(=O)n(C)c(=O)c2c(SCC(=O)NCc3ccco3)nc(C3CC3)nc21 | -15 | 26
COc1cccc(CNS(=O)(=O)c2cccc(S(=O)(=O)N3CCOCC3)c2)c1 | -10 | 10
CCCN1Cc2cccc(C(=O)NC(C)c3cccs3)c2C1=O (stereo unspecified) | -28 | 1

Random excerpt: 2 compounds from above, in no set order.
structure | OX1R antag-1 | OX1R antag-2
CC(=O)c1ccc(S(=O)(=O)N2CCN(C(C)=O)CC2)cc1 | -2 | 20
CCC1CC2CC(NC(C)=O)C1C2 (stereo unspecified) | -13 | 16

Next section
structure | OX1R antag-1 | OX1R antag-2
O=C(c1ccccc1)c1nn(-c2cccc(Cl)c2)ccc1=O | -19 | -4
CC(Oc1cc2oc(=O)c3c(c2cc1Cl)CCC3)C(=O)NCCCN1CCCC1=O (stereo unspecified) | -34 | 15
OC(COc1ccc2cc(Br)ccc2c1)Cn1ccnc1 (stereo unspecified) | -26 | -1
O=C(Nc1nc2ccc(SC(F)F)cc2s1)c1ccc2c(c1)S(=O)(=O)c1ccccc1C2=O | -28 | 15
COc1ccc(C2=CC(c3ccc(C)cc3)n3nnnc3N2)cc1 (stereo unspecified) | -22 | 18
COc1cccc(C(C)NC(=S)NCc2ccc(Cl)cc2)c1 (stereo unspecified) | 12 | 27
COc1cccc(C2=CC(=O)CC(c3ccco3)C2)c1 (stereo unspecified) | -11 | 15
Fc1ccccc1OCCCCn1cncn1 | 0 | 29
C[N+]1(CCOS(=O)C23CC4CC(CC(C4)C2)C3)CCOCC1 (stereo unspecified) | -1 | -2
O=C(COC(=O)C1(c2ccc(F)cc2)CCCC1)N1CCc2ccccc21 | 9 | 21
CNC(=O)C1CC(=O)N(c2ccc(OCC(=O)N3CCCC3)cc2)C1 (stereo unspecified) | -3 | 13
Cc1ccc(-n2nnc(-c3ccnc4ccccc34)n2)cc1 | -11 | 16
CC(C)NC[C@@H](O)COc1cccc2ccccc12 | -5 | 5
C[C@@H]1NC(=O)[C@H](CCC(N)=O)NC(=O)c2cc([N+](=O)[O-])cc(I)c2NCCC[C@@H](C(N)=O)NC1=O | 0 | 61*
Cc1ccc(-n2[nH]c(C)c(C=NC34CN5CN(CN(C5)C3)C4)c2=O)cc1C | -1 | 11
O=C(CC1Sc2ccccc2NC1=O)Nc1cccc(-c2nnc3n2CCCCC3)c1 (stereo unspecified) | 4 | 22

Ordered by the number under OX1R antag-2 (low to high): three from the list above.
structure | OX1R antag-1 | OX1R antag-2
CNC(=O)C1CC(=O)N(c2ccc(OCC(=O)N3CCCC3)cc2)C1 (stereo unspecified) | -3 | 13
Cc1ccc(-n2nnc(-c3ccnc4ccccc34)n2)cc1 | -11 | 16
C[C@@H]1NC(=O)[C@H](CCC(N)=O)NC(=O)c2cc([N+](=O)[O-])cc(I)c2NCCC[C@@H](C(N)=O)NC1=O | 0 | 61*

Following part.
structure | OX1R antag-1 | OX1R antag-2
O=C1C(Cl)=C(Nc2ccccc2O)C(=O)N1CCc1ccccc1 | -14 | 17
CCN(CC)CC(=O)Nc1nn(-c2ccccc2)nc1C(N)=O | -18 | 0
Cc1cccc(Oc2ccc(NS(=O)(=O)c3ccc(C)c(C(=O)O)c3)cc2)c1 | -12 | 3
COc1ccc(NC(=O)CC(C)NCCCN2CCCC2=O)cc1 (stereo unspecified) | -15 | -9
Cc1ccc(S(=O)(=O)N(C)C)cc1NC(=O)CSc1nc2ccccc2[nH]1 | -17 | 15
CCc1nc(C)c(-c2ccccc2)c(=O)[nH]1 | 15 | 8
COc1ccc(N(C(=O)Cn2cnc3ccccc32)C(C(=O)NC2CCCCC2)c2ccccc2)cc1 (stereo unspecified) | -56 | 12
COc1ccc(C)cc1S(=O)(=O)Nc1cc(Cl)ccc1Cl | -12 | 36
C/C(=N\O)c1cccc(Br)c1 | -14 | 8
S=C1NCN(Cc2ccco2)CN1 | -8 | 6
COc1ccc(C2(NC(C)=O)CCN(C(=O)c3ccco3)CC2)cc1 | 1 | 4
Nc1ccc(S(=O)(=O)Nc2ccccn2)cc1 | -4 | 4
C=CCc1cc2c(oc(=O)c3ccccc32)c(C)c1O | 8 | 44
COc1ccccc1-n1nnnc1SCC(=O)NC1CCCC1 | -14 | 8

Source: PubChem (The Scripps Research Institute Molecular Screening Center)
